Bioassay records (PubChem)
sgs1 mgt1: NCI yeast anticancer drug screen, S. cerevisiae sgs1 mgt1 strain | growth inhibition, % at 50 µM | hit rate 10% among 78,000 | AID 161;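 note: 0% = growth of vehicle-only cultures of the same strain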
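Growth of a repair-deficient yeast mutant was monitored after compound treatment and expressed as inhibition relative to vehicle-treated cultures.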
mec2-1: NCI yeast anticancer drug screen, S. cerevisiae mec2-1 strain; % growth inhibition at 50 µM; hit rate 9% among 79,000; AID 157;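 note: 0% = growth of vehicle-only cultures of the same strain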
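Compounds were applied to mec2-1 yeast cells. Their growth was then compared with that of vehicle-treated cultures to give growth inhibition.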
cln2 rad14: NCI yeast anticancer drug screen, S. cerevisiae cln2 rad14 strain; growth inhibition, % at 50 µM; hit rate 8.3% among 78,000; AID 165;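 note: 0% = growth of vehicle-only cultures of the same strain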
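cln2 rad14 yeast strain; compound exposure; growth inhibition read vs vehicle controls.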
bub3: NCI yeast anticancer drug screen, S. cerevisiae bub3 mutant strain; growth inhibition, % at 50 µM; hit rate 9.9% among 78,000;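 note: 0% = growth of vehicle-only cultures of the same strain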
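Compounds were applied to a genetically altered yeast strain carrying a cell-cycle control defect. Growth inhibition was scored against vehicle-treated controls.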
yeast mlh1 rad18: NCI yeast anticancer drug screen, S. cerevisiae mlh1 rad18 strain. growth inhibition, % at 50 µM. hit rate 11% among 79,000. AID 175;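 note: 0% = growth of vehicle-only cultures of the same strain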
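Inhibition values reflect reduced growth of mutant yeast versus vehicle-treated controls following compound exposure; the mutations affect DNA damage repair.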
rad50: NCI yeast anticancer drug screen, S. cerevisiae rad50 strain; % growth inhibition at 50 µM; hit rate 10% among 79,000; AID 155;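 note: 0% = growth of vehicle-only cultures of the same strain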
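Growth of the mutant yeast was measured after compound exposure and referenced to vehicle-treated cultures.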
Numbers without * were called inactive; / = no result given; & = joins results of further samples. Cut-off read from the data, not from the text of the source: active = growth inhibition above about 70%; inactive = the rest.

SMILES | sgs1 mgt1 | mec2-1 | cln2 rad14 | bub3 | yeast mlh1 rad18 | rad50
CC(=O)Oc1c(C)cc(C)cc1Cc1cc(C(C)=O)cc(Cc2cc(C)cc(C)c2OC(C)=O)c1OC(C)=O | 96* | 93* | 97* | 94* | 92* | 94*
CS(=O)(=O)Nc1ccccc1-c1nc2ccccc2c(=O)o1 | 27 | 31 | 14 | 33 | 28 | 27
O=C(O)c1ccc(F)c([N+](=O)[O-])c1 | 17 | -17 | -23 | -12 | 12 | 7
CCOc1ccc(/C=C/C(=O)c2ccc(C)cc2)cc1OCC | 17 | -27 | 0 | 43 | -2 | -12
CN1C(=O)NC(C=O)(CCc2ccc(Cl)cc2)C1=O (stereo not given) | 24 | 25 | -136 | 43 | 37 | -5
c1ccc(CNc2ncccn2)nc1 | 41 | 7 | 7 | -10 | 11 | 22
COc1ccc(/C(O)=C/c2nc3cccc([N+](=O)[O-])c3[nH]c2=O)cc1 | 2 | -15 | -14 | -35 | 18 | 20
COC(=O)C(CSCc1ccccc1)NC(=O)CCNC(=O)c1ccccc1 (stereo not given) | 17 | 5 | 24 | -4 | -4 | 40
C[N+]12CCCC1CC2 (stereo not given) | 7 | 10 | 13 | 17 | 7 | 4
CCCC(C)OS(=O)(=O)c1ccc(N)cc1 (stereo not given) | -9 | -5 | -51 | 7 | 5 | 13
C[Si](C)(C)N1CCCC1 | -17 | -27 | 12 | 4 | -7 | -22
NC(=O)CCCC(C(N)=O)c1ccccc1 (stereo not given) | 4 | -4 | -16 | -10 | 4 | 9

The list goes on; it opens with the two that closed the last part.
SMILES | sgs1 mgt1 | mec2-1 | cln2 rad14 | bub3 | yeast mlh1 rad18 | rad50
C[Si](C)(C)N1CCCC1 | -17 | -27 | 12 | 4 | -7 | -22
NC(=O)CCCC(C(N)=O)c1ccccc1 (stereo not given) | 4 | -4 | -16 | -10 | 4 | 9
Cc1cccc(NC(=O)Nc2ccccc2Cl)n1 | 24 | -4 | 26 | 13 | 17 | 24
CC(C)OCCCN(Cn1c(=S)sc2ccccc21)Cn1c(=S)sc2ccccc21 | 86* | 55 | 43 | 39 | 56 | 67
C[C@H](CCc1nc(C#N)c(N)o1)[C@H]1CC[C@H]2[C@@H]3[C@@H](O)CC4C[C@@H](O)CC[C@]4(C)[C@H]3C[C@@H](O)[C@]12C (stereo not given in full) | 11 | 10 | 10 | -9 | -3 | 26
O=C1C=CC(=O)N1CCCCN1C(=O)C=CC1=O | -18 | 4 | -20 | -14 | -12 | 19
OC(CCl)(CCl)CCl | -10 | -12 | -16 | -2 | 19 | 10
c1ccc(CCN2CCN=C2Cc2ccccc2)cc1 | 1 | 8 | -33 | -27 | 9 | 14
Cc1ccc(NC(=O)C2CCN(C)CC2)cc1 | -17 | -15 | -23 | -9 | 8 | -14
CC(COCc1ccccc1)NCc1ccccc1 (stereo not given) | 9 | -28 | -9 | -3 | 13 | -7
O=C(NC(=Nc1ccccc1)SCCSC(=Nc1ccccc1)NC(=O)c1cccs1)c1cccs1 | 52 | 12 | 32 | 54 | 18 | 22
Nc1ccc(C(=O)CC(=O)c2cccc([N+](=O)[O-])c2)cc1 | 39 | 20 | 22 | 27 | 2 | 26
CCSC1(SCC)CCN(C=NC(C)(C)C)C1 | -24 | -19 | 9 | 6 | -24 | 8
O=C(ON=C1c2ccccc2C(Br)C(Br)c2ccccc21)c1ccccc1 (stereo not given) | 36 | 17 | 18 | 49 | 31 | 38
O=c1[nH]c(CCc2ccccc2)nc2ccccc12 | -24&-7 | -42&8 | -11&-38 | -32&-27 | -4&-3 | -47&-5
CCOc1c(Cc2ccccc2)c(=O)n2c3ccccc3n(CC)c2c1C#N | 0 | -6 | -12 | -30 | -11 | -5
N#CC(C#N)c1ccc(C(C#N)C#N)cc1 | 0 | -7 | -16 | -12 | -2 | -9
O=P(CCc1ccccc1)(OCCCl)OCCCl | 4 | 2 | 14 | 6 | -5 | 10
CCN1CCCC(N)C1 (stereo not given) | -35 | -23 | 12 | -42 | -28 | -26
Nc1c(O)cccc1C(=O)O | -4 | -10 | 4 | 5 | -29 | -16
CC(C)OC(=O)Nc1cccc(C(=O)O)c1 | -3 | -7 | -14 | -16 | -1 | -7
Cc1ccccc1N1C(=O)[N+]2(CCCCC2)N=C1[O-] | -13 | 2 | -43 | -4 | -13 | -11
CCC(C)C(NCc1ccccc1)C(=O)O (stereo not given) | 27 | 8 | -13 | -18 | -8 | -9
COc1ccc(C2=C(OC(C)=O)c3cccn3-c3ccccc3S2)cc1 | -29 | -50 | -46 | -46 | 2 | -35
CCN(CC)CCOc1ccc(C=C2c3ccccc3-c3ccccc32)cc1 | 99* | 99* | 99* | 99* | 99* | 99*
O=C(c1cccnc1)c1ccccn1 | -13 | -1 | -36 | 3 | 0 | 4

An excerpt of these results, comma-delimited.
SMILES,sgs1 mgt1,mec2-1,cln2 rad14,bub3,yeast mlh1 rad18,rad50
Nc1c(O)cccc1C(=O)O,-4,-10,4,5,-29,-16
CCN(CC)CCOc1ccc(C=C2c3ccccc3-c3ccccc32)cc1,99*,99*,99*,99*,99*,99*

The list goes on.
SMILES | sgs1 mgt1 | mec2-1 | cln2 rad14 | bub3 | yeast mlh1 rad18 | rad50
CC(=O)[O-].[Mn+3].[O-]c1ccc(Cl)cc1C=NCCN=Cc1cc(Cl)ccc1[O-] | 99* | 98* | 89* | 98* | 99* | 99*
Cc1cc(Cl)ccc1NC(=O)/C(Cl)=C1/Sc2ccccc2NC1=O | 68 | 57 | -5 | 20 | 69 | 72*
CCOc1ccccc1NC(=O)CC(=O)N1N=C(C)C(N=Nc2ccccc2C(=O)O)C1=O (stereo not given) | 2 | 4 | -2 | -3 | 18 | 18
C/C=C/Sc1ccccc1C(=O)O | -10 | -19 | -19 | -23 | -34 | -14
O=C1CSC(=S)N1Cc1ccncc1 | 58 | 41 | 19 | 65 | 39 | 39
Cc1ccc(C(O)(c2ccc(C)cc2)C2CCCCC2=C(c2ccccc2)c2ccccc2)cc1 (stereo not given) | -14 | 3 | -7 | 0 | 15 | 11
CC(C)Oc1c(N(C)CCO)c2cc(Cl)ccc2oc1=O | 3 | 12 | 20 | 6 | 3 | -6
COc1cc2c3c(c1)nc(C)n3C(=O)C(C)S2 (stereo not given) | -23 | -47 | 12 | 11 | -22 | -27
O=c1[nH]cnc2[nH]ncc12 | 7 | 2 | -38 | -3 | -2 | -3
Cc1nc2[nH][nH]c(=O)c2nc1C | 4 | 15 | 6 | 8 | 20 | 26
COc1ccc(C(=O)Oc2ccc(C)c(CC(Cl)(Cl)Cl)c2)cc1 | 7 | -10 | -12 | -6 | -14 | -6
O=C(O)c1ccccc1I | 7 | -30 | 5 | 1 | 19 | -19
CCOC(=O)c1ccc(NC(=S)Nc2ccccc2)cc1N(CC)CC | 53 | 26 | -31 | 26 | 42 | -9
O=C(Cc1cnccn1)c1ccc(C(=O)Cc2cnccn2)cc1 | -2 | 29 | 43 | 30 | 4 | -9
Cc1cc(N(CCC#N)CCC#N)ccc1/C=N/NC(=O)c1cc(Cl)ccc1O | -41 | -18 | -9 | -24 | -32 | -2
CC(=O)Oc1ccccc1OC(=S)N(C)C | -6 | -7 | -39 | 16 | -27 | 11
CC(C)CNc1ncnc2[nH]ncc12 | -4 | -6 | -3 | 1 | -6 | -2
NC(=S)Nc1ccncc1 | -6 | -14 | -67 | -4 | -4 | -12
Cc1cc2c(cc1C)[n+](=O)c(C(=O)CC(=O)C(=O)Nc1c(C(C)C)cccc1C(C)C)c(C)n2[O-] | -29 | -4 | 18 | -16 | 1 | -25
CC(C)C(=O)Nc1ccc([N+](=O)[O-])cc1 | 11 | 4 | 9 | -36 | -17 | 26
COC(=O)c1cc(NC(=O)CC(=O)c2cccc(N)c2)cc(C(=O)OC)c1 | / | -13 | / | / | 8 | -4
CN1C/C(=C\C=C\c2ccccc2)C(=O)/C(=C/C=C/c2ccccc2)C1 | 15 | 17 | 12 | 11 | 0 | 67
COc1cccc(NC(=O)C(=O)C2C=CCS2(=O)=O)c1 (stereo not given) | -31 | -1 | -7 | -28 | -13 | 0
COC(=O)c1ccccc1NC(=O)Nc1cccc(C(F)(F)F)c1 | 12 | 2 | 20 | 23 | 20 | 35

Overlap with the part before: seven entries; new compounds follow.
SMILES | sgs1 mgt1 | mec2-1 | cln2 rad14 | bub3 | yeast mlh1 rad18 | rad50
NC(=S)Nc1ccncc1 | -6 | -14 | -67 | -4 | -4 | -12
Cc1cc2c(cc1C)[n+](=O)c(C(=O)CC(=O)C(=O)Nc1c(C(C)C)cccc1C(C)C)c(C)n2[O-] | -29 | -4 | 18 | -16 | 1 | -25
CC(C)C(=O)Nc1ccc([N+](=O)[O-])cc1 | 11 | 4 | 9 | -36 | -17 | 26
COC(=O)c1cc(NC(=O)CC(=O)c2cccc(N)c2)cc(C(=O)OC)c1 | / | -13 | / | / | 8 | -4
CN1C/C(=C\C=C\c2ccccc2)C(=O)/C(=C/C=C/c2ccccc2)C1 | 15 | 17 | 12 | 11 | 0 | 67
COc1cccc(NC(=O)C(=O)C2C=CCS2(=O)=O)c1 (stereo not given) | -31 | -1 | -7 | -28 | -13 | 0
COC(=O)c1ccccc1NC(=O)Nc1cccc(C(F)(F)F)c1 | 12 | 2 | 20 | 23 | 20 | 35
CSC(C1c2ccccc2N(C)C2=NC(=O)N(C)C(=O)C21Cl)S(=O)(=O)c1ccc(C)cc1 (stereo not given) | 27 | 12 | 36 | 45 | 51 | 50
Cc1ccc2[nH]c3c(ncc4[nH]c5ccccc5c43)c2c1 | 63 | 44 | 52 | 63 | 62 | 59
COC(=O)/C(=N\NC(=O)C[N+](C)(C)C)C(C(=O)OC)C(=O)C(=O)Nc1ccccc1C(N)=O (stereo not given) | -13 | -14 | -13 | -11 | -19 | -8
CC1(C)N=C(N)N=C(N)N1c1cccc(OCCCOc2ccc([N+](=O)[O-])cc2)c1 | -17 | -24 | -45 | -8 | -26 | -32
CN1c2ccccc2C(=O)NC12CCN(CCCC(=O)c1ccc(F)cc1)CC2 | 47 | 7 | 36 | 22 | 7 | 7
CCCC(=O)NC1c2ccccc2Oc2ccccc21 | 10 | 3 | -2 | 12 | -4 | -8
CNc1ncnc(N)c1[N+](=O)[O-] | -14 | -20 | -4 | 0 | -6 | -8
CNC(=O)c1n[nH][nH]c1=O | -44 | 1 | 0 | -16 | -25 | 9
O=C1c2ccccc2C(=O)N1Cl | -37 | -5 | 0 | 2 | -6 | 9
CCOC(=O)C(=[N+]=[N-])C(=O)Nc1nn2nnnc2c2ccccc12 | -2 | -10 | -1 | 6 | -41 | -6
CCC1OC(=O)C(CC)OC1=O (stereo not given) | -26 | -20 | -2 | -29 | -24 | -6
CCCCCCCCCCCCOP(=O)(O)OCC(N)C(=O)O (stereo not given) | -11 | 9 | -40 | -18 | -19 | 11
CCOC(OCC)c1ccccc1C | 8 | 9 | -37 | 15 | 20 | 28
Cc1ccc(-c2cs/c(=N\N=C3/CSC(=O)N3Cc3ccccc3)n2-c2cccc(C)c2)cc1 | -11 | 1 | -4 | 4 | 22 | 24
N#CC1=C(c2ccccc2)OC2(N)OC(c3ccccc3)=C(C#N)C12C#N (stereo not given) | 48 | 22 | 42 | 14 | 38 | 29
C/C(O)=C(\C=N\C(=S)Nc1cccc(C(F)(F)F)c1)C(=O)Nc1ccccc1C | 36 | 6 | 36 | 41 | 46 | 42
CCN(CC)c1ncnc2c1nc(C)n2Nc1ccccc1 | 1 | -3 | 7 | 0 | -11 | 14
N#C/C(=C\c1ccccc1)c1cccc(Cl)c1 | -13 | -6 | -97 | 14 | -13 | -32
COC(=O)C1c2ccccc2CC(=O)N1NC(=O)c1ccccc1 (stereo not given) | -17 | -3 | 4 | 4 | 17 | -8
CS(=O)(=O)SCc1ccc([N+](=O)[O-])cc1 | 98* | 98* | 96* | 99* | 98* | 98*
O=C1CC2CC1C1C(=O)OC(=O)C21 (stereo not given) | -7 | 6 | -2 | -7 | -9 | -7
CC(NC(=O)C1CCC(=O)N1)C(=O)N1CCCC1C(N)=O (stereo not given) | 21 | -14 | 2 | -4 | -22 | -31
Cc1ccnc(N(C)CCN2CCCCC2)c1 | 7 | 8 | -34 | 12 | -21 | 3
O=C1CSC(c2cccc([N+](=O)[O-])c2)N1c1nncs1 (stereo not given) | 7 | 12 | 5 | 3 | 6 | 9
FC(F)(F)c1cccc(C2SCc3nc4ccccc4n32)c1 (stereo not given) | 7 | 7 | 0 | 24 | 22 | -16
CC(=O)C(C)CCOC1(C)OCCC1C (stereo not given) | -13 | 5 | -22 | -36 | 7 | -7
CN(CC(=O)c1ccc(Cl)cc1)Cc1cccc2ccccc12 | 51 | -6 | 12 | 23 | 39 | 18
CCC1(CC)NC(=O)[C@H](C)N1S(C)(=O)=O | -3 | 7 | -1 | 11 | -10 | -12
CCN(CC)CCNc1ccc(C)c2sc3c(OC)cccc3c(=O)c12 | 26 | 10 | -2 | 23 | 12 | 75*
CCCCCCC(=O)/C=C/c1cccc(OC)c1OC | 7 | 6 | 1 | 50 | -8 | 5
O=C(Nc1cccc(Cl)c1)OCC#CCOC(=O)Nc1cccc(Cl)c1 | 2 | 12 | -11 | 1 | 11 | -4
